FID counter: fluorescent intercalator displacement, NS3 helicase counter-screen. DNA fluorescent intercalator displacement, fluorescence. inhibition, % at 7.9 µM. actives 0.17% (n = 290,000). AID 1845; in the data active means inhibition above about 37%;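 further: 0% = vehicle and 100% = reference compound; higher means more ethidium bromide displaced from hairpin DNA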
p-CIP stab down: p/CIP protein destabilization. Q05BA5. decrease of EGFP signal, % at 10 µM. actives 0.01% (n = 290,000). F442A p/CIP-EGFP cells, EGFP fluorescence, 16 h. AID 1984;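 active means EGFP signal decrease of at least 30% at 10 µM or well 3 SD below plate mean, unless failing retest; inactive means the rest, including hits failing retest or dose response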; further: some compounds called inactive have numbers as strong as hits; many of its hits are not listed in these tables
Target sequence (Q05BA5 1-1403): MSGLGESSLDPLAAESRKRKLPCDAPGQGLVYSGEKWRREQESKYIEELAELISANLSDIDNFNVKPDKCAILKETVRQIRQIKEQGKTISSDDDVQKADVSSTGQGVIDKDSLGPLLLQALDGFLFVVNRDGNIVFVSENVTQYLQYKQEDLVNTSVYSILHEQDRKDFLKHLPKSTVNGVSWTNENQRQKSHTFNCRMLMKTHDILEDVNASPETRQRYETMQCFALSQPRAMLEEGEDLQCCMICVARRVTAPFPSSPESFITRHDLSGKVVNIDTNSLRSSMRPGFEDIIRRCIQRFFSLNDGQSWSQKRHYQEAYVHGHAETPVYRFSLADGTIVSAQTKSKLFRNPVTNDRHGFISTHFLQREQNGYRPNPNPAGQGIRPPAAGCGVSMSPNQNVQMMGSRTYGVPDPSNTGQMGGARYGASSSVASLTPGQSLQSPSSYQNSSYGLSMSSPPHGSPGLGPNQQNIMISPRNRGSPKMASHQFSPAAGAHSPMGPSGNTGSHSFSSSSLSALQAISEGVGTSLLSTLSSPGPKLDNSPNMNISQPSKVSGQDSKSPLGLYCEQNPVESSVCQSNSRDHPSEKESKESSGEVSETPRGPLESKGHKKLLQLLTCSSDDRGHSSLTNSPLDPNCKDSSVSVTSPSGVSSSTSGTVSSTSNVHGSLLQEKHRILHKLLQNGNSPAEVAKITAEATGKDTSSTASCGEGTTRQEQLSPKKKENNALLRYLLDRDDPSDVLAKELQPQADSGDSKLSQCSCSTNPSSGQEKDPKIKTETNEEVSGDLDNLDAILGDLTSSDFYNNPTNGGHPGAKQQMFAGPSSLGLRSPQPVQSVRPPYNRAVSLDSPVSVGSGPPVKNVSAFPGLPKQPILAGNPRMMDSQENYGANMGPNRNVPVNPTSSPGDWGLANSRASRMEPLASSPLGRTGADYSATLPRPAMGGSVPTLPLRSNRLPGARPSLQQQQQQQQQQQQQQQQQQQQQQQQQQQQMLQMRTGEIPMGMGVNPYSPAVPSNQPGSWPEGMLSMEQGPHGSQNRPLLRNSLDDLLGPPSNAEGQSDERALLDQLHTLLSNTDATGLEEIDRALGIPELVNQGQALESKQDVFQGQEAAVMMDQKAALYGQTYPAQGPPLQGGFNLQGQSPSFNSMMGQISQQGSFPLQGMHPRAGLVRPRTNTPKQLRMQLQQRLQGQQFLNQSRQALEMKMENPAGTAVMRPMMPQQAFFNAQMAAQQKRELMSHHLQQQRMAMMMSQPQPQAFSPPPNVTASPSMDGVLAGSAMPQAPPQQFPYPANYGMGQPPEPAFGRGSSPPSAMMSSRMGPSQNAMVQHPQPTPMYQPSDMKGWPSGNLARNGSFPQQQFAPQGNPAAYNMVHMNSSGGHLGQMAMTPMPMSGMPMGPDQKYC
M18AAP inhibitor: PfM18AAP enzyme inhibition; recombinant PfM18AAP, H-Glu-NHMec fluorogenic cleavage; inhibition, % at 7.35 µM; actives 1.2% (n = 290,000); AID 1822;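 active means inhibition above the campaign mean inhibition over all tested compounds plus 3 SD, cut at about 28% in these data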;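 further: 0% = plate median of test compound wells and 100% = 2 mM ZnCl2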
IDE cell inh: inhibits human insulin-degrading enzyme in HEK cells. FAbetaB cleavage, fluorescence polarization. inhibition, % at 5.59 µM. actives 0.41% (n = 320,000). AID 434962;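 active means percent inhibition above the average of all tested compounds plus 3 SD, set per screening campaign, cut at about 16% in these data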;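 further: IDE supplied by intact live HEK cells; FP after avidin binding of uncleaved biotin substrate so inhibition keeps polarization high; 0% = DMSO wells and 100% = 60 µM reference IDE inhibitor Ii1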
UBC9 SUMO inh: blocks human SUMOylation mediated by UBC9; P63279; HTRF SUMOylation assay, SAE1/SAE2 + UBC9, in vitro; inhibition, % at 35 µM; actives 0.36% (n = 290,000); AID 2006; in the data active means inhibition above about 50%, passing the limit was not always enough; further: strong numbers were not always called active
VIM-2 inhibitor: blocks Pseudomonas aeruginosa VIM-2 metallo-beta-lactamase; purified VIM-2, nitrocefin hydrolysis, epi-absorbance fluorescence; inhibition, % at 5.6 µM; actives 0.89% (n = 290,000);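 active means inhibition above the mean of all tested compounds plus 3 SD, cutoff set per screening run, cut at about 7.5% in these data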;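 further: red hydrolysis product quenches plate fluorescence so inhibitors raise well fluorescence; 0% = enzyme with DMSO and 100% = DMSO without enzyme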
IDE act: activators of human insulin-degrading enzyme in cells; P14735; HEK cells, FAbeta-B cleavage, fluorescence polarization; 0% vehicle, 100% cell-free pure enzyme wells; activation, % at 5.96 µM; actives 0.073% (n = 340,000); AID 493087;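 active means activation above the mean of all tested compounds plus 3 SD, set per screening campaign, cut at about 17% in these data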
HCV NS3 hel inh: HCV NS3 helicase inhibition; inhibition, % at 10.9 µM; actives 0.56% (n = 290,000); NS3 helicase DNA unwinding, Cy5 molecular beacon fluorescence;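 active means inhibition above the mean of all tested compounds plus 3 SD, set per campaign, cut at about 35% in these data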;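 further: 0% = DMSO wells and 100% = thioflavine S control wells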
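assay system = NS3 helicase fragment of HCV | buffer or medium = MOPS pH 6.5, MgCl2, DTT, Tween20, BSA | timing = 60 min unwinding reaction at 25 °C after ATP addition | signal = Cy5 beacon fluorescence read at start and 1 h | read-out basis = % inhibition of unwinding | control set = low DMSO, high thioflavine S at 110 µM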
IMP-1 inhibitor: blocks Pseudomonas aeruginosa IMP-1 metallo-beta-lactamase; purified IMP-1, nitrocefin hydrolysis, epi-absorbance fluorescence; inhibition, % at 5.6 µM; actives 0.45% (n = 290,000); AID 1556;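 active means inhibition above the mean plus 3 SD of all compounds in the same screening run, cut at about 4.5% in these data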;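 further: 0% = IMP-1 with DMSO and 100% = DMSO wells lacking enzyme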
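Test system: recombinant IMP-1 enzyme, purified / Medium: HEPES buffer pH 7.1 with ZnSO4 and Brij 35 / Doses: single dose, 5.6 µM / Times: 25 °C, 15 min preincubation, 25 min reaction / Detection: Epi-absorbance via hydrolysed-nitrocefin quenching of white-plate fluorescence, 480/530 nm, EDTA stop / Evaluation: percent inhibition from optical density relative to buffer-blank wells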
Starred values were filed as active, the others as inactive; · = no result given; & = joins results of further samples. Not a hit list; overall some 3.6% were active at least once.

SMILES | FID counter | p-CIP stab down | M18AAP inhibitor | IDE cell inh | UBC9 SUMO inh | VIM-2 inhibitor | IDE act | HCV NS3 hel inh | IMP-1 inhibitor
CN(CC(=O)Nc1ccc(N2CCOCC2)cc1)CC(=O)Nc1ccc(C(F)(F)F)cc1 | -19 | 4 | -3 | 6 | -11 | 1.4 | -5 | -15 | -1.2
Cn1c(=O)c([N+](=O)[O-])c(NCCc2ccccc2)c2ccccc21 | -3 | 1 | -9 | 4 | -6 | -2.5 | 3 | 0 | -2.8
CCn1ncc(C2=NOC(C(=O)NCc3ccc(OC)cc3)C2)c1C (stereo not given) | -13 | 3 | 13 | 0 | -18 | 0.3 | 1 | -1 | -0.5
COc1ccc(NC(=O)CSc2nnc(-c3ccccc3)n2N)cc1 | -8 | 1 | -7 | -3 | 10 | 0.7 | 4 | -1 | -0.5
O=C(Nc1ccc(N2CCOCC2)cc1)Nc1ccc2nsnc2c1 | 5 | -4 | -5 | 2 | 9 | -0.1 | 5 | 1 | -3.1
COc1ccc(-n2c(C)nn(CC3CC3)c2=O)cc1 | -1 | -3 | -5 | · | 7 | -1.9 | 5 | 1 | -1.5
Cc1[nH]c(=O)[nH]c(=O)c1S(=O)(=O)N1CCCC(C(=O)NCc2ccco2)C1 (stereo not given) | -2 | 12 | -9 | 3 | -3 | -1.0 | -4 | 5 | -1.5
CN(C(=O)CC(=O)Nc1ccc(Cl)c(Cl)c1)c1ccccc1 | -9 | 2 | -4 | -1 | -2 | -0.6 | 1 | 10 | -1.7
Cc1cc(NC(=O)CSc2nnc(CNC(=O)c3c(F)cccc3F)o2)no1 | -8 | -11 | 27 | -2 | 9 | -7.1 | 7 | -1 | -3.3
CCN(CC)c1ccc(NC(=O)CN2CCN(c3ccccc3F)CC2)cc1 | -7 | -4 | 2 | 2 | -3 | -3.1 | 1 | 6 | -2.4
CCOc1ccc(S(=O)(=O)N2CCC(C(=O)NCCc3ccc(S(N)(=O)=O)cc3)CC2)cc1 | -30 | -2 | -5 | -4 | 14 | 0.4 | -3 | 5 | -3.0
CCCCN(CC)S(=O)(=O)c1c(C)[nH]c(=O)[nH]c1=O | -1 | 1 | -15 | 3 | 4 | -1.7 | 2 | 4 | -2.5
N=C1C(c2nc3ccccc3s2)=C(O)CN1NC(=O)c1ccc([N+](=O)[O-])cc1 | 9 | -6 | 5 | · | 26 | 1.4 | 6 | 17 | -2.4
C[C@H](N)c1nnc(SCC(N)=O)o1 | -5 | -1 | -5 | -4 | 5 | -4.9 | -3 | -15 | -3.2
O=C(c1cc(COc2ccc(F)cc2Cl)on1)N(Cc1ccncc1)CC1CCCO1 (stereo not given) | -25 | -3 | 0 | -1 | -7 | -3.8 | -6 | -4 | -2.1
CCCCn1nnnc1NCc1cccc(OC)c1OC | -8 | -4 | -6 | 4 | -6 | -1.1 | 5 | -5 | -1.3
COC(=O)C1(C)NC(c2ccc(C)cc2)C2C(=O)N(c3ccc(F)cc3)C(=O)C21 (stereo not given) | -8 | -3 | -1 | 3 | -3 | -3.0 | 7 | -2 | -3.4
Cc1nnc2ccc(-c3ccc(NS(C)(=O)=O)cc3)nn12 | 1 | 2 | 0 | 0 | 7 | 0.4 | 0 | -6 | -2.0
Cc1ccc(S(=O)(=O)N2CCOCC2)cc1C(=O)Nc1ccc(C(N)=O)cc1 | -4 | 5 | -1 | -3 | 0 | -3.0 | 2 | 6 | -2.5
Cc1ccc(C(=O)N2CCN(c3ccccn3)CC2)cc1C | -26 | -2 | -12 | 5 | -5 | 0.6 | 3 | -11 | 1.5
CCC(C(=O)Nc1ccccc1OC)n1c(C(=O)OC)cc2ccsc21 (stereo not given) | -9 | 1 | -9 | 2 | 10 | -0.2 | 0 | -6 | -3.5
Cc1cccc(Cn2c(=O)n(CCCC(=O)NCc3ccco3)c(=O)c3ccccc32)c1 | -34 | 2 | 2 | 5 | 8 | -3.1 | 2 | 3 | -1.7
CC(=O)Nc1ccc(-c2csc(Nc3ccccn3)n2)cc1 | -11 | -4 | -1 | 0 | -16 | 0.1 | -4 | -6 | -0.2
CCn1c(SCC(=O)Nc2c(C)n(C)n(-c3ccccc3)c2=O)nnc1-c1cccc(C)c1 | -18 | -5 | 6 | -1 | 8 | 1.1 | 3 | 0 | -1.3
Nc1nc(SCC(=O)N2CCc3ccccc32)[nH]c(=O)c1-c1ccccc1 | -12 | 6 | 2 | 9 | 19 | -2.4 | 8 | 7 | -4.2
COc1ccc(-c2c(C)c3ccc(O)cc3oc2=O)cc1OC | -12 | 1 | -4 | 1 | 18 | 3.4 | 5 | 15 | 1.2
O=C(NC1CCCN(Cc2ccc(Cl)cc2)C1)c1ccoc1 (stereo not given) | -9 | -2 | 1 | 5 | 0 | -1.7 | 5 | 0 | -2.6
O=C(NCCN1CCOCC1)c1csc2c1CCCC2 | -3 | -4 | -10 | 0 | 12 | -3.5 | -3 | -11 | -3.0
Cn1cccc1C(=O)N1CCN(c2cccc(C(F)(F)F)c2)CC1 | -18 | -10 | 5 | 0 | 14 | -2.0 | 2 | -9 | -1.7
COc1ccc(NS(=O)(=O)c2ccc3c(c2)CCO3)cc1 | -3 | -22 | 5 | 4 | -2 | -3.3 | 5 | 11 | -2.2
CCNc1ccc(C(=O)Nc2ccc3nc(C)sc3c2)cc1[N+](=O)[O-] | 3 | -7 | 0 | 6 | 37 | -0.8 | 3 | 3 | -1.9
CCOC(=O)Cc1nnc(NC(=O)CSc2ccc(C)cc2)s1 | -8 | -5 | -2 | -1 | 7 | -0.1 | 11 | -5 | -1.9
CCOc1ccccc1/C=N/Nc1ccc(Cl)nn1 | -18 | 0 | 7 | 0 | 10 | -0.8 | 7 | -7 | -2.5
CCc1nn(C(C)C(=O)N2CCc3ccccc3C2)c(=O)c2cc3occc3n12 (stereo not given) | -25 | -4 | 3 | 4 | 12 | -2.1 | -1 | 5 | -2.1
CC(=O)O[C@]1(C(C)=O)CC[C@H]2[C@@H]3C[C@H](C)C4=CC(=O)CC[C@]4(C)[C@H]3CC[C@@]21C | -43 | -7 | 6 | 1&-5 | 17 | -0.6 | -3&3 | -6 | 0.0
CC(C)NS(=O)(=O)c1ccc(OCC(=O)NCCC2=CCCCC2)cc1 | -32 | -7 | 6 | 2 | 8 | -2.9 | 3 | -2 | -0.1
C/C(CC(=O)Nc1cc(C)ccn1)=N\NC(=O)c1ccc(C)cc1 | 1 | -17 | -14 | 0 | 6 | 0.7 | -2 | -1 | -2.4
CN(Cc1ccccc1)C(=O)CSc1cc(=O)n(C)c2ccccc12 | -21 | -9 | 2 | -2 | 11 | -0.1 | 5 | 10 | -5.5
COc1cccc(OCC(=O)Nc2ccc(OC)c(OC)c2)c1 | -13 | -1 | -3 | 2 | -11 | -2.2 | 4 | 1 | -3.4
C/C(=N\NC(=S)NC(C)C)c1ccc(Cl)s1 | -3 | -10 | 1 | 5 | 5 | -2.5 | 4 | -9 | -2.9
O=C(/C=C/c1ccccc1)OCCCN=C1NS(=O)(=O)c2ccccc21 | -7 | -4 | 3 | 0 | 13 | -2.5 | 0 | -8 | -3.0
CC(=O)Nc1c2c(nn1-c1ccccc1C)CS(=O)(=O)C2 | -2 | -4 | 0 | 0 | 13 | -0.8 | 1 | 1 | -1.4
N#C/C(=C(\O)C(F)(F)F)c1nnc2n1CCCCC2 | 2 | -3 | -4 | 3 | 8 | -0.2 | 4 | 15 | -0.7
NC(=O)CSc1nnc2sc3ccccc3n12 | -1 | 15 | -5 | 7 | 18 | -1.0 | 2 | 13 | -3.4
COCCn1c(=S)[nH]c2cc(C(=O)N3CCN(c4ccc(F)cc4)CC3)ccc2c1=O | -2 | 6 | 4 | 2 | 7 | 0.9 | 5 | -2 | -3.4

Overlap with the part before: 2 compounds, followed by the next part.
SMILES | FID counter | p-CIP stab down | M18AAP inhibitor | IDE cell inh | UBC9 SUMO inh | VIM-2 inhibitor | IDE act | HCV NS3 hel inh | IMP-1 inhibitor
NC(=O)CSc1nnc2sc3ccccc3n12 | -1 | 15 | -5 | 7 | 18 | -1.0 | 2 | 13 | -3.4
COCCn1c(=S)[nH]c2cc(C(=O)N3CCN(c4ccc(F)cc4)CC3)ccc2c1=O | -2 | 6 | 4 | 2 | 7 | 0.9 | 5 | -2 | -3.4
COc1cc(NS(=O)(=O)c2ccc(NC(=O)/C=C/c3cccc([N+](=O)[O-])c3)cc2)ncn1 | 4 | 1 | -8 | 7 | 19 | -2.1 | 6 | -1 | -3.1
Oc1ccccc1C1=NCCNC(C(F)(F)F)=C1 | 0 | 0 | 2 | 0 | 8 | -1.4 | 8 | -5 | -2.2
COc1cc(OC)c(NC(=O)c2ccccc2F)cc1Cl | 0 | -5 | -1 | -2 | 23 | -1.3 | 1 | -9 | -0.8
CC(C)OC(=O)CSc1nc(-c2ccc(F)cc2)cc(C(F)(F)F)n1 | -3 | 12 | -1 | 1 | -16 | -2.8 | -1 | -6 | -3.2
Cc1cccc(-n2ncc3c(N4CCOCC4)ncnc32)c1 | -16 | -7 | -9 | -7 | 0 | -1.8 | 1 | -1 | -2.3
Cc1ccc(CSCC(=O)N2CCOCC2)cc1 | -14 | -4 | 12 | 2 | 15 | -5.7 | -2 | -4 | -2.0
CCc1cc(C(=O)N2CCCC(CO)(Cc3ccc(F)cc3)C2)n(C)n1 (stereo not given) | -39 | -20 | 5 | 8 | 10 | -1.2 | 1 | 2 | -0.5
Cc1cccc(C(=O)Nc2c(C(=O)N3CCN(C)CC3)cnn2-c2ccccc2)c1 | -6 | -3 | 0 | 0 | 0 | 0.7 | 4 | 1 | -2.1
Cc1ccc2nc(NC(=O)C3CCCN(S(=O)(=O)c4cccnc4)C3)sc2c1 (stereo not given) | -14 | -2 | 1 | 4 | -5 | 0.2 | -9 | -10 | -3.8
COc1cc([N+](=O)[O-])cc(/C=N/NC(=O)C(C)Nc2cccc3ccccc23)c1O (stereo not given) | -5 | 6 | 9 | -5 | 82 | -2.5 | 3 | 37* | -1.5
Cc1cc(C(=O)CSc2nnc(Nc3ccccc3)s2)c(C)n1CC1CCCO1 (stereo not given) | -24 | -15 | 10 | -3 | 4 | -2.6 | -1 | -3 | -3.2
COc1ccc(N(C(=O)c2ccccc2)S(=O)(=O)c2cccs2)cc1 | -5 | -4 | -5 | -2 | 11 | -1.0 | -1 | -8 | -3.5
NC(=NCCc1ccccc1)c1cccc([N+](=O)[O-])c1 | 5 | 1 | -3 | 4 | 3 | -2.3 | -2 | -7 | -2.0
c1ccc2c(c1)[nH]c1nc3nncn3nc12 | 0 | -5 | -9 | 2 | -11 | -1.7 | 6 | 0 | -2.4
Cc1ccc2nc(Cc3ccc(N)cc3)[nH]c2c1 | 7 | -3 | -1 | 1 | -24 | 1.1 | 4 | -12 | -2.2
Cc1cc(-c2ccc(C)c(S(=O)(=O)NCc3cccc(Br)c3)c2)on1 | -29 | -8 | 0 | -2 | -8 | -1.6 | 2 | -13 | -1.7
N#Cc1ccc(OCC(=O)OCCCOC(=O)COc2ccc(C#N)cc2)cc1 | -34 | -18 | 5 | 1 | 2 | -2.9 | 2 | 10 | -0.9
